Tb MetRS inh: T. brucei MetRS inhibitors, primary screen, biochemical, luminescence; purified T. brucei MetRS, ATP depletion, Kinase-Glo luminescence; methionyl-tRNA synthetase (Trypanosoma brucei brucei); AID 624268, 2012; inhibition, % at 11.9 µM; 360,000 tested, 0.4% active;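 active = inhibition above a per-plate cutoff of the control wells' mean inhibition plus 3 SD, cut at about 5.5% in these data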;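 also: 0% = DMSO wells median and 100% = median of wells with control inhibitor compound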
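System: purified T. brucei MetRS enzyme / Detection: Kinase-Glo luciferase luminescence reporting remaining unconsumed ATP / Medium: HEPES buffer with MgCl2, KCl, DTT, spermine, BSA, pyrophosphatase / Replication: singlicate, one well per compound / Evaluation: percent inhibition relative to median high and low control wells / Schedule: 2 h aminoacylation at 25 °C after 15 min preincubation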
FAS TE block: FAS thioesterase domain inhibitors, primary screen, biochemical, fluorescence intensity, uHTS; inhibition, % at 15 µM; Fatty acid synthase (Homo sapiens), P49327; AID 602261, 2012; recombinant FAS-TE, OMFH fluorogenic substrate, fluorescence endpoint; 360,000 tested, 0.67% active;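 active = compounds whose normalised, plate-corrected inhibition of enzyme fluorescence in the single-dose primary screen is 50% or more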;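 also: 0% = DMSO with enzyme and 100% = substrate without enzyme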
MLLE-PAM2 inh: inhibitors of PABP1 MLLE–PAM2 peptide binding, primary screen, biochemical, fluorescence polarization, FITC-PAM2, GST-MLLE; inhibition, % at 20 µM; 360,000 tested, 0.36% active; in the data active = inhibition above about 35%, passing the limit was not always enough;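 also: plate controls were DMSO wells with GST-MLLE for no effect and wells lacking GST-MLLE protein for full effect; some results filed as inactive read as strong as hits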
Target sequence (P11940 whole entry, looked up): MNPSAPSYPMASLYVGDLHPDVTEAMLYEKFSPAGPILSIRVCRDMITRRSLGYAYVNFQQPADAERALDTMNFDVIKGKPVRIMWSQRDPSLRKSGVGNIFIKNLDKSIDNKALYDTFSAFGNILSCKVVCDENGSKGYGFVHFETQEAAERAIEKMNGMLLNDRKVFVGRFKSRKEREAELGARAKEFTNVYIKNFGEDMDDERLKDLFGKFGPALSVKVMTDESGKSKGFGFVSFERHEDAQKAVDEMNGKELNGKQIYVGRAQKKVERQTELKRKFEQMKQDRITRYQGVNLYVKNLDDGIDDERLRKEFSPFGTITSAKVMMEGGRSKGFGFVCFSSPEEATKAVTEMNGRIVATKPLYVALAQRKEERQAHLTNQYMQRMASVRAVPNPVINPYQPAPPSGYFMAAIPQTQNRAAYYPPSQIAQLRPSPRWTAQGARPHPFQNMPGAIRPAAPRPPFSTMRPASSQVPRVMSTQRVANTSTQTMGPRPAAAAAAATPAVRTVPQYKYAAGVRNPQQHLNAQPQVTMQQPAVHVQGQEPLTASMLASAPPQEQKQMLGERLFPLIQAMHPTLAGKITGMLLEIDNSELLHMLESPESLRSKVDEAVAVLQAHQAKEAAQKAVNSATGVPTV
bovine MsrA act: bovine MsrA enzyme activators, primary screen, biochemical, absorbance, HTS; purified bovine MsrA, absorbance read-out; activation, % at 10.6 µM; 360,000 tested, 0.3% active; AID 602163, 2012; in the data active = activation above about 7.5%;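 also: 0% = vehicle and 100% = reference activator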
SKN-1 block: suppressors of acrylamide-induced Pgst-4::GFP reporter in worms, primary screen, SKN-1 inhibitor project, whole organism, uHTS, GFP/RFP fluorescence ratio, strain VP596; 360,000 tested, 0.49% active; inhibition, % at 21.8 µM; C. elegans VP596 Pgst-4::GFP/RFP ratio, 24 h; AID 624304, 2012;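 active = interference check ratio from 0.5 to 1.5 plus GFP to RFP signal ratio inhibition reaching or exceeding a fixed threshold, cut at about 30% in these data, passing the limit was not always enough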; also: some compounds called inactive have numbers as strong as hits
CendR NRP1 mod: modulators of CendR peptide binding to NRP-1, primary screen, biochemical, fluorescence polarization, uHTS; Neuropilin-1 (Homo sapiens), O14786; FAM-RPARPAR peptide binding to NRP-1; inhibition, % at 25 µM; 360,000 tested, 0.85% active;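 active = inhibition or corrected inhibition above about 18%, plus a signal ratio from 0.5 to 1.5, limit read from the data, passing the limit was not always enough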; also: strong numbers were not always called active
MsrA inhibitor: bovine MsrA enzyme inhibitors, primary screen, biochemical, absorbance, HTS; Methionine sulfoxide reductase A (Bos taurus); purified bovine MsrA, absorbance read-out; inhibition, % at 15.5 µM; 360,000 tested, 0.75% active; in the data active = inhibition above about 4.5%;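 also: 0% = vehicle wells with enzyme and 100% = reference inhibitor wells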
E coli Lon inh: inhibitors of E. coli Lon protease, primary screen, biochemical, fluorescence polarization | P0A9M0 | purified E. coli Lon protease | inhibition, % at 7.94 µM | 360,000 tested, 0.42% active; in the data active = inhibition above about 13%, passing the limit was not always enough;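 also: 0% = enzyme with probe and DMSO and 100% = no enzyme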
MT1-MMP act inh: blockers of MT1-MMP proenzyme processing, primary screen, HT1080 RFP-PRO-GFP cells, GFP/RFP fluorescence; GFP/RFP ratio fluorescence, overnight; percent of plate control window, DMSO zero; GFP/RFP ratio change, % at 20 µM; 360,000 tested, 0.061% active; AID 651647, 2012;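 active = GFP/RFP ratio change of at least 30% with cell ATP level not reduced by more than half and red fluorescence within 50% of control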; also: strong numbers were not always called active
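Read-out: GFP/RFP fluorescence ratio; Test system: RFP-PRO-GFP reporter HT1080 cells; Compound dosing: single-point 20 µM compound, 1% DMSO; Times: overnight compound exposure at 37 °C.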
* hit, by the source's call; i = inactive; · = not tested or not shown; + = active, no number.

SMILES | Tb MetRS inh | FAS TE block | MLLE-PAM2 inh | bovine MsrA act | SKN-1 block | CendR NRP1 mod | MsrA inhibitor | E coli Lon inh | MT1-MMP act inh
Cc1cc(C)cc(OCC(=O)Nc2ccc(CN3CCCCC3)cc2)c1 | -1.1 | -4 | -6 | -5 | -5 | -3 | -0.1 | -5 | -3
CCOCCCN(C(=O)Nc1ccc(CC)cc1)C1CCN(C(C)=O)CC1 | -0.4 | -7 | 9 | -3 | 6 | 12 | -0.3 | -1 | 3
CC1CCCN(c2ccc(F)cc2N)C1 (stereo not drawn) | 0.7 | 5 | 13 | -3 | -12 | -3 | 0.8 | 9 | 8
Nc1c(Cl)ncnc1N1CCCC1 | -0.8 | -11 | 3 | -8 | 17 | -3 | 0.3 | 19 | 3
COc1cccc(OC)c1C(=O)n1nc(C)cc1C | -0.1 | -4 | 6 | 1 | -13 | 4 | -0.6 | 1 | 3
Cc1cc(=O)c2c(C)nn(-c3ccccc3)c2[nH]1 | -1.0 | -12 | 0 | -4 | -4 | 0 | -0.2 | -11 | -2
COc1ccc(NC(=O)CSCC(=O)Nc2ccc(S(=O)(=O)N3CCCCC3)cc2)cc1 | 0.1 | -1 | -18 | -6 | -13 | 3 | -0.2 | -2 | 1
Cn1c(=O)c(N)c2c3c(c(Br)ccc31)C(=O)c1ccccc1-2 | 0.3 | -143 | i | 3 | -73 | 131 | 1.0 | + | -138
COCC(=O)N(C)CC1CCCN(CCc2ccccc2OC)C1 (stereo not drawn) | -1.0 | -2 | 1 | -7 | 15 | -10 | 1.2 | 8 | -2
Cn1nnnc1SCC(=O)NC1CCCCC1 | -0.5 | -4 | -6 | -1 | 18 | 15 | -0.2 | 1 | 6
O=C(NCC1(N2CCCCC2)CCCCC1)c1cccc(NS(=O)(=O)c2ccccc2)c1 | -0.2 | -6 | 0 | -2 | 3 | -10 | -0.1 | -8 | 0
CC(=O)N1CCOc2ccc(S(=O)(=O)Nc3ncccc3C)cc21 | 0.7 | -10 | -7 | -3 | -17 | 12 | 1.6 | 3 | 0
O=C(Nc1ccc(Cl)cc1Cl)c1ccc(-c2ccccc2)cc1 | -1.5 | -2 | -20 | -11 | 6 | -8 | -0.5 | 8 | -1
Clc1ccccc1-c1nnn(Cc2ccc(-c3nn[nH]n3)cc2)n1 | 0.3 | 2 | 6 | -1 | 9 | 1 | 0.3 | -4 | 1
CCOCCCNCc1ccc(OCC(=O)N2CCOCC2)c(OC)c1 | -0.5 | -4 | 9 | -2 | -12 | 3 | -0.8 | -2 | 5
O=C(Cn1cc([N+](=O)[O-])cn1)N1N=C(C(F)F)CC1(O)C(F)F (stereo not drawn) | -0.7 | -5 | 7 | -3 | 7 | -12 | 0.5 | 12 | -1
O=C1c2ccccc2C(=O)N1CCSc1nnc(-c2ccco2)n1Cc1ccccc1 | -0.4 | 2 | 7 | -3 | -2 | 8 | 0.2 | -1 | -4
CCCCN(C(=O)CCC(=O)Nc1cc(C)on1)C(C(=O)NC(C)(C)CC)c1cccc(OC)c1OC (stereo not drawn) | -1.0 | 0 | -7 | -5 | -8 | 10 | -2.0 | 1 | -2
CCC(C)Nc1nc(N)c([N+](=O)[O-])c(NCc2ccccc2)n1 (stereo not drawn) | -0.2 | 9 | 7 | -2 | 7 | 10 | 2.4 | 3 | 9
Cc1cc(SCC(=O)N2CCCC2)nc2ccccc12 | 0.0 | -6 | -9 | -1 | 17 | 8 | 1.0 | -5 | 9
COc1cc(C)nc(NCc2ccccc2)n1 | -0.6 | -3 | 2 | 5 | 9 | 8 | -1.2 | 3 | 3
Cc1ccc2cc(CN(Cc3ccco3)C(=O)NCc3ccccc3)c(=O)[nH]c2c1C | -0.6 | 9 | -18 | 0 | -7 | -5 | 0.5 | -1 | -5
CCCCOC(=O)n1c(=O)oc2ccccc21 | -0.7 | -10 | -6 | -3 | 0 | -5 | 0.5 | -12 | 7
Cn1cc(S(=O)(=O)NCc2ccc3c(c2)OCO3)c(C(F)(F)F)n1 | 0.0 | -1 | 13 | 0 | 2 | -6 | -1.4 | 3 | -1
CSc1nc2c(c(=O)[nH]1)C(c1ccccc1)C1=C(CC(C)(C)CC1=O)N2 (stereo not drawn) | -0.4 | -2 | 4 | -2 | 10 | 0 | 1.6 | 9 | 2
CCc1nc2cc(NC(=O)C3(C)CCCN(C(C)C)C3)ccc2o1 (stereo not drawn) | -0.5 | -10 | 0 | -7 | -3 | -10 | -0.7 | 7 | 2
CCOc1nc(-c2ccccc2Cl)ccc1C#N | 0.3 | 20 | -2 | -1 | 23 | 9 | 0.2 | -3 | -1
COc1ccccc1N1CCN(C(=O)c2cccc(N3C(=O)C4C5C=CC(C5)C4C3=O)c2)CC1 (stereo not drawn) | 0.3 | -2 | 1 | -2 | 1 | 16 | -0.2 | -4 | 0
Cc1noc(C)c1C(=O)Nc1sc(C)c(C)c1C#N | -0.8 | -4 | 18 | -9 | -6 | -9 | 3.6 | -11 | 6
Cn1c(=O)[nH]c2ncn(C)c2c1=O | -1.0 | -4 | -31 | -2 | 47 | 3 | -1.1 | 0 | 1
COc1ccc(NC(=O)N2CCN(C(=O)C3CCCO3)CC2)cc1 (stereo not drawn) | -0.3 | -4 | -1 | -2 | 5 | -7 | -0.2 | -3 | 0
CCN(C(=O)CN(C)Cc1cccc(Cl)c1Cl)c1c(N)n(Cc2ccccc2)c(=O)[nH]c1=O | -0.4 | -2 | -8 | 4 | 2 | -9 | 0.8 | -3 | -2
COc1cc(NC(=O)c2ccc3c(SCC(=O)O)c4c(nc3c2)CCCC4)cc(OC)c1OC | -0.5 | -5 | -7 | -7 | -5 | 3 | -0.9 | -6 | 4
Cc1cc2[nH]c(=S)[nH]c2cc1C | -1.9 | -4 | -51 | -8 | -5 | 1 | 1.8 | 4 | -4
Cn1c2ccc(F)cc2c2ncn(Cc3ccccn3)c(=O)c21 | 2.0 | -1 | -1 | -2 | 6 | 14 | 1.2 | 10 | 5
Cc1cc(S(=O)(=O)Nc2ccc(F)cc2)c(C)s1 | -1.4 | 3 | -9 | -14 | -6 | -15 | -0.7 | -1 | 2
O=C(COc1ccccc1F)NCc1nc2ccccc2[nH]1 | 3.6 | -12 | -9 | -1 | -1 | -10 | 0.9 | 0 | 3
O=c1[nH]c2ccsc2c(=O)n1-c1ccc(F)c(Cl)c1 | 0.5 | -7 | 2 | -3 | 8 | 8 | -0.5 | 5 | 3
CCN(CC)S(=O)(=O)c1ccc(OC)c(NC(=O)c2ccc(OC)c([N+](=O)[O-])c2)c1 | 0.5 | 20 | 0 | -2 | -4 | 12 | 2.7 | 7 | 1
CCOC(=O)CN1C(=O)C(=O)N(Cc2c(Cl)cccc2Cl)C1=O | -0.9 | -4 | 13 | 0 | -5 | 4 | -0.3 | 5 | -1
O=C(Nc1ccccc1N1CCCC1)c1cccc(S(=O)(=O)N2CCOCC2)c1 | -0.2 | 0 | -8 | -1 | 12 | 1 | 1.7 | 0 | -4
CCCC/C(O)=C1\C(=O)CC(C)(C)CC1=Nc1ccc(OC)cc1 | -1.7 | 13 | -24 | 1 | 9 | 10 | 0.7 | 4 | -4
CN(C)c1ccc(C(O)Cc2nc3ccccc3n2C)cc1 (stereo not drawn) | -1.6 | -6 | 9 | 6 | 15 | 6 | 0.1 | -8 | -10
CCC(CC)C(=O)NCCc1cc2cc(C)c(C)cc2[nH]c1=O | -0.3 | 7 | -6 | -1 | 0 | -1 | 0.0 | 3 | 3
Cc1cc(C)c(C2C(C#N)=C(N)Oc3n[nH]c(C)c32)cc1CN1CCCC1 (stereo not drawn) | -0.5 | -6 | 1 | 2 | 8 | -7 | 0.0 | -18 | -4
COc1ccc(/C=N/OCc2nc3c4c(ncn3n2)Oc2ccc3ccccc3c2C4c2ccccc2)cc1 (stereo not drawn) | -0.5 | 23 | 3 | -2 | 3 | -16 | -0.3 | -5 | -6
COCCn1cc(C(=O)NCCCN2CCC(C)CC2)c2c3ccccc3n(C)c2c1=O | -0.1 | -5 | -8 | -2 | 10 | 2 | 0.1 | 8 | 3
CCOC(=O)N1CCN(C(=O)c2ccc(Cl)c(S(=O)(=O)N3CCCC3)c2)CC1 | -0.9 | -1 | 3 | -7 | -18 | 2 | 1.6 | -3 | 0
CCOc1ccccc1NC(=O)COC(=O)COc1cccc2c1OC(C)(C)C2 | -0.1 | -5 | -19 | -1 | -8 | 0 | 0.0 | -8 | 1
COC1=Nc2ccccc2/C=C\c2ccccc21 | -0.2 | 3 | -7 | -1 | -12 | -2 | -0.8 | -15 | -3
O=C1NC[C@H](CC2CCCCC2)N(CC2CCCCC2)C1=O | 0.4 | 0 | -7 | 0 | 6 | -5 | -0.1 | 11 | 5
O=C(Nc1nc2n(n1)C(c1ccccc1)C=C(c1ccccc1)N2)c1ccco1 (stereo not drawn) | -0.4 | -5 | 10 | 2 | 4 | 7 | 1.9 | -7 | 4
O=C(CN1CCN(S(=O)(=O)c2ccc(Cl)cc2)CC1)Nc1ccc(F)cc1F | -1.0 | 17 | -2 | -2 | 9 | 7 | · | -3 | -1
COc1cccc(-c2nn(C)c3sc(C(=O)NCc4ccccn4)cc23)c1 | -1.2 | -5 | -5 | -11 | -28 | -3 | 2.0 | -2 | 9
Cn1ccnc1C(=O)c1cccc(Br)c1 | 0.3 | -3 | -2 | -1 | 14 | 7 | -0.5 | -5 | 1
CCCOC1(NC(=O)c2ccccc2)C(C)=CC(=O)C=C1C | -1.2 | -5 | 13 | -1 | -20 | 10 | 0.7 | 5 | -6

E coli Lon inh: hit marks shown above.
molecule	Tb MetRS inh	MLLE-PAM2 inh	bovine MsrA act	SKN-1 block	CendR NRP1 mod	MsrA inhibitor	E coli Lon inh	MT1-MMP act inh
Cn1c(=O)c(N)c2c3c(c(Br)ccc31)C(=O)c1ccccc1-2	0.3	i	3	-73	131	1.0	+	-138

Sorted by count of non-hydrogen atoms (ascending): three of the compounds above.
SMILES | Tb MetRS inh | FAS TE block | MLLE-PAM2 inh | bovine MsrA act | SKN-1 block | CendR NRP1 mod | MsrA inhibitor | E coli Lon inh | MT1-MMP act inh
CCCOC1(NC(=O)c2ccccc2)C(C)=CC(=O)C=C1C | -1.2 | -5 | 13 | -1 | -20 | 10 | 0.7 | 5 | -6
COc1cccc(-c2nn(C)c3sc(C(=O)NCc4ccccn4)cc23)c1 | -1.2 | -5 | -5 | -11 | -28 | -3 | 2.0 | -2 | 9
CCOc1ccccc1NC(=O)COC(=O)COc1cccc2c1OC(C)(C)C2 | -0.1 | -5 | -19 | -1 | -8 | 0 | 0.0 | -8 | 1

Source: PubChem BioAssay (several laboratories)
